Screening data as filed in PubChem BioAssay.
KDM4C inh – inhibitors of human demethylase GASC-1 KDM4C. hit rate 0.15% among 96,000. GST-KDM4C 2-372, H3K9me3 peptide, LANCE TR-FRET. Q9H3R0. inhibition, % at 12.5 µM;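 active means mean replicate inhibition above about 25%, with at least 55% of replicates also reaching it, limit read from the data, passing the limit was not always enough; inconclusive means only one of those two conditions met; inactive means neither condition met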
Target sequence (Q9H3R0 2-372 limits assumed): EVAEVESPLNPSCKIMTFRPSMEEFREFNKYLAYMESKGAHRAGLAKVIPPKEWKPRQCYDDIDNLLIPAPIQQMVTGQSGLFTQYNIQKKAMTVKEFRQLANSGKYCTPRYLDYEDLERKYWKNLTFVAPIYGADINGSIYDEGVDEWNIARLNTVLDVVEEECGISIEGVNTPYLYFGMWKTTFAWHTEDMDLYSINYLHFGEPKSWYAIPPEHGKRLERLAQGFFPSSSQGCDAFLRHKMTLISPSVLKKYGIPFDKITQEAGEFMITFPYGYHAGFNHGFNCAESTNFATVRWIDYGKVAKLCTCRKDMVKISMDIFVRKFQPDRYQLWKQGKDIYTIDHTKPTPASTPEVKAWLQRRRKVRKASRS
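System – N-terminal GST-fused human GASC-1 (KDM4C) fragment, residues 2-372 · Input – enzyme final amount 10 nM · Technique – LANCE TR-FRET, Eu antibody, ULight-streptavidin, EDTA, ex 340 nm, em 618/671 nm · Medium – HEPES buffer, pH 7.5, plus ascorbate · Incubation – enzyme reaction 30 min, then detection 60 min, both room temperature · Reagent – H3K9me3 peptide with Fe(II)/2OG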
Pf Dd2 growth – blocks growth of Plasmodium falciparum Dd2 parasites | hit rate 2.3% among 94,000 | activity change, % at 10 µM | P. falciparum Dd2 growth, SYBR Green, 72 h; active compounds read low; in the data active means activity change below about -80%; inconclusive means no clear call, values can overlap the other calls
T cruzi growth – blocks T. cruzi growth in NIH3T3 culture. T. cruzi beta-gal in NIH3T3, GalScreen luminescence, 90 h. hit rate 5.9% among 77,000. inhibition, % at 8.34 µM;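 active means mean inhibition above about 93%, with at least 55% of replicates each passing it, limit read from the data, passing the limit was not always enough; inconclusive means only one of those two conditions holds; inactive means neither condition holds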
C diff growth – blocks growth of Clostridium difficile; hit rate 0.25% among 86,000; Clostridium difficile clinical isolate growth, OD600, 24 h; active compounds read low; growth activity, negative = inhibition, % at 16 µg/mL (by protocol); AID 1259249;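 active means mean growth activity at or below -80% and every replicate also at or below -80%; inconclusive means mean at or below -80% but some replicate above -80%; inactive means mean growth activity above -80%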;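 further: 0% = DMSO wells and -100% = levofloxacin 16 µg/mL wells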
* hit, by the source's call; ? = inconclusive; . = not tested or not shown; & = joins results of further samples.

SMILES	KDM4C inh	Pf Dd2 growth	T cruzi growth	C diff growth
C/C=C/c1cnc2c(c1)C(=O)N([C@H](C)CO)C[C@@H](C)[C@H](CN(C)C(=O)Nc1ccccc1F)O2	-1.4	11	4	-1
CC(C)OC(=O)N(C)C[C@@H]1OCc2ccccc2-c2c(n(C)c3ccccc23)C(=O)N([C@@H](C)CO)C[C@@H]1C	-2.2	-68	54	.
COc1ccc(CN(C)C[C@H]2Oc3c(NC(=O)c4ccc(-c5nccs5)cc4)cccc3C(=O)N([C@@H](C)CO)C[C@@H]2C)cc1	-1.4	-66	11	33
C[C@@H]1CN([C@H](C)CO)C(=O)c2cc(C3=CCCCC3)cnc2O[C@@H]1CN(C)Cc1ccccn1	0.2	6	.	6
C[C@@H]1CN([C@@H](C)CO)C(=O)c2cc(C3=CCCCC3)cnc2O[C@H]1CN(C)C(=O)Nc1ccc(F)cc1	8.4	22	0	1
C[C@@H]1CN([C@@H](C)CO)C(=O)c2cccc(NC(=O)C3CC3)c2O[C@@H]1CN(C)S(=O)(=O)c1ccccc1	2.2	4	-15	-1
O=C(C1CC1)N1CC(=O)N2[C@H](CO)[C@H](c3ccc(C#CC4CCCC4)cc3)[C@H]2C1	-0.7	-25	.	-17
C[C@H](CO)N1C[C@H](C)[C@H](CN(C)Cc2ccc(C(=O)Nc3ccccc3N)cc2)Oc2c(NS(=O)(=O)c3cccs3)cccc2C1=O	1.0	-63	107*	.
CN1CCN(C(=O)C[C@H]2C[C@@H]3c4cc(NC(=O)NC5CCCC5)ccc4O[C@@H]3[C@H](CO)O2)CC1	-0.9	11	4	-4
C[C@@H]1CN([C@@H](C)CO)C(=O)Cc2cc(NS(=O)(=O)c3cn(C)cn3)ccc2O[C@@H]1CN(C)S(=O)(=O)c1ccc(F)cc1	-0.1	17	27	-3
CN1C(=O)c2cc(NS(=O)(=O)c3ccccc3F)ccc2OC[C@@H]2O[C@H](CC(=O)NC3Cc4ccccc4C3)CC[C@@H]21	-2.8	.	49	7
CC(=O)N1[C@@H]2c3cccc(=O)n3C[C@H]1[C@H](CO)[C@H]2C(=O)NCc1ccc(F)cc1	-1.7	9	-3	-3
C[C@@H]1CCCCO[C@@H](CN(C)C(=O)NC2CCCCC2)[C@H](C)CN([C@@H](C)CO)C(=O)c2cc(NC(=O)NC3CCCCC3)ccc2O1	-0.2	0	-29	-4
COc1ccc(S(=O)(=O)N[C@H]2CC[C@H](CC(=O)N3CCN(c4ccccc4)CC3)O[C@H]2CO)cc1	0.0	9	3	-5
C[C@@H]1CN([C@H](C)CO)C(=O)Cc2cc(NC(=O)Cn3cnnn3)ccc2O[C@H]1CN(C)C(=O)Nc1cccc2ccccc12	1.4	3	-1	-10
C[C@H]1CN([C@@H](C)CO)S(=O)(=O)c2ccc(/C=C/c3ccccc3)cc2O[C@H]1CN(C)C(=O)c1ccc2c(c1)OCO2	-2.2	-72	?	11
C[C@@H]1CN([C@@H](C)CO)C(=O)c2cc(-c3cccc(F)c3)cnc2O[C@@H]1CN(C)C(=O)c1cccc(F)c1	5.9	-17	93	5
COc1ccc(S(=O)(=O)Nc2ccc3c(c2)C(=O)N([C@@H](C)CO)C[C@H](C)[C@H](CN(C)S(=O)(=O)c2ccc(F)cc2)OCCCC[C@@H](C)O3)cc1	1.2	-41	95	16
C[C@@H]1CN([C@H](C)CO)C(=O)c2cc(NC(=O)Nc3ccc4c(c3)OCO4)ccc2O[C@@H](C)CCCCO[C@@H]1CN(C)Cc1ccc2c(c1)OCO2	0.1	-77	82	.
C[C@@H]1CN([C@H](C)CO)C(=O)c2cc(NC(=O)c3ccncc3)ccc2O[C@H]1CN(C)Cc1ccc2c(c1)OCO2	-0.5	-4	20	-2
CO[C@H]1CN(C)C(=O)c2cc(C#N)ccc2OCC[C@@H]2CC[C@H](OC)[C@@H](CN(C)C(=O)[C@H]1C)O2	1.3	.	43	-5
COc1ccccc1-c1cnc2c(c1)C(=O)N([C@H](C)CO)C[C@H](C)[C@H](CN(C)CC1CCOCC1)O2	-0.7	9	.	-4
C[C@H](CO)N1C[C@H](C)[C@@H](CN(C)S(C)(=O)=O)OCCCC[C@H](C)Oc2ccc(NC(=O)Nc3ccc4c(c3)OCO4)cc2C1=O	1.9	28	-48	1
CO[C@H]1CN(C)C(=O)c2ccc(NC(=O)C3CCCCC3)cc2OC[C@@H](C)N(Cc2nccs2)C[C@@H]1C	-1.9	.	7	.
C[C@H]1CN([C@@H](C)CO)C(=O)c2cc(-c3cccnc3)cnc2O[C@H]1CN(C)S(C)(=O)=O	0.6	15	-4	-1
COc1cccc(CN2[C@@H]3CNC[C@H]2C3c2ccc(-c3cccc(OC)c3)cc2)c1 (some centres not stated)	-0.5&-1.8	0&-71	.	-11&3
Cc1ccc(-c2ccc([C@@H]3[C@H]4CN(C(=O)CN5CCOCC5)CC(=O)N4[C@H]3CO)cc2)cc1	-1.4	-23	.	-9
CCS(=O)(=O)N[C@@H]1CC[C@@H](CC(=O)N2CCCCC2)O[C@@H]1CO	3.1	-5	8	.
COc1ccc2c3c([nH]c2c1)[C@H](CO)N(C(=O)CN(C)C)CC31CCN(CC2CCCCC2)CC1	0.3	-89*	.	7
C[C@@H]1CCCCO[C@@H](CN(C)S(=O)(=O)c2ccc(Cl)cc2)[C@@H](C)CN([C@@H](C)CO)C(=O)c2cc(NS(=O)(=O)c3cn(C)cn3)ccc2O1	-0.3	-16	18	-8
C[C@H]1CN([C@@H](C)CO)C(=O)Cc2cc(NS(=O)(=O)c3ccc(F)cc3)ccc2O[C@H]1CN(C)C(=O)Nc1ccc2c(c1)OCO2	-0.5	19	40	.
COCCNC(=O)C[C@@H]1C=C[C@H](NC(=O)NC2CCCCC2)[C@H](CO)O1	-5.0	-2	.	-1
Cc1ccc(-c2cnc3c(c2)C(=O)N([C@@H](C)CO)C[C@H](C)[C@H](CN(C)C(=O)Cc2ccccc2)O3)cc1	-2.0	-25	4	2
CNC[C@H]1Oc2ccc(NC(=O)Nc3ccc(C(F)(F)F)cc3)cc2C(=O)N([C@@H](C)CO)C[C@H]1C	-1.3	17	35	6
C[C@H]1CN([C@@H](C)CO)C(=O)CCCn2nncc2CO[C@@H]1CN(C)C(=O)c1ccccc1	-2.5	-2	1	.
O=C(C[C@@H]1C=C[C@H](NS(=O)(=O)c2ccccc2)[C@H](CO)O1)N1CCC(Cc2ccccc2)CC1	0.3	-19	.	-8
C[C@H]1CCCCO[C@@H](CN(C)S(=O)(=O)c2ccc(Cl)cc2)[C@@H](C)CN([C@@H](C)CO)C(=O)c2cc(NS(=O)(=O)c3cn(C)cn3)ccc2O1	1.0	-41	35	-8
C[C@H](CO)N1C[C@H](C)[C@@H](CN(C)Cc2cncnc2)Oc2cc(Br)ccc2S1(=O)=O	0.4	28&26	59&44	7&4
C[C@H]1CN([C@@H](C)CO)C(=O)CCCn2cc(nn2)CO[C@@H]1CN(C)C(=O)Nc1ccc(N2CCN(C)CC2)cc1	-0.1	-7	7	1
CCCN(C)C[C@@H]1OCCCC[C@@H](C)Oc2ccc(NS(=O)(=O)c3cccs3)cc2C(=O)N([C@@H](C)CO)C[C@@H]1C	3.0	-74	87	8

Arranged by value in C diff growth (rising): 3 of the compounds above.
molecule	C diff growth
C[C@H]1CCCCO[C@@H](CN(C)S(=O)(=O)c2ccc(Cl)cc2)[C@@H](C)CN([C@@H](C)CO)C(=O)c2cc(NS(=O)(=O)c3cn(C)cn3)ccc2O1	-8
C[C@H]1CN([C@@H](C)CO)C(=O)c2cc(-c3cccnc3)cnc2O[C@H]1CN(C)S(C)(=O)=O	-1
CNC[C@H]1Oc2ccc(NC(=O)Nc3ccc(C(F)(F)F)cc3)cc2C(=O)N([C@@H](C)CO)C[C@H]1C	6

Further results.
SMILES	KDM4C inh	Pf Dd2 growth	T cruzi growth	C diff growth
CNC[C@H]1Oc2ccc(NC(=O)Nc3ccc(C(F)(F)F)cc3)cc2CC(=O)N([C@H](C)CO)C[C@@H]1C	0.8	-4	43	-1
C/C=C/c1ccc([C@@H]2[C@@H](CO)N3CCCCN(S(=O)(=O)c4ccccc4)C[C@@H]23)cc1	-1.0	-7	79	-5
O=C(c1cnccn1)N1CC[C@H]2[C@H](CO)Nc3ccc(-c4ccccc4F)cc3[C@H]21	-1.9	-3	99*	-1
C[C@@H]1CN([C@@H](C)CO)C(=O)c2cc(NS(=O)(=O)c3cn(C)cn3)ccc2O[C@@H](C)CCCCO[C@@H]1CN(C)Cc1ccc2c(c1)OCO2	-0.8	-25	3	0
CNC[C@H]1Oc2ccc(NS(=O)(=O)c3cccs3)cc2C(=O)N([C@H](C)CO)C[C@H]1C	5.8	-20	-1	1
CC(=O)N1[C@H](CO)[C@H](c2ccc(C3=CCCC3)cc2)[C@H]1CNC(=O)CN(C)C	0.2	11	39	-2
O=C(c1ccccc1)N1C[C@H]2[C@@H](c3ccccc31)[C@@H](CO)N2S(=O)(=O)c1ccccc1	0.5	-3	9	3
C[C@H]1CCCCO[C@H](CN(C)Cc2ccc3c(c2)OCO3)[C@@H](C)CN([C@@H](C)CO)C(=O)c2cc(N(C)C)ccc2O1	1.8	0	3	-2
O=C(Nc1ccc(Cl)cc1)N1C[C@@H]2[C@H](c3ccccc31)[C@@H](CO)N2CC1CCCCC1	-0.8	-12	35	54
CC(=O)N1[C@@H]2Cn3c(cccc3=O)[C@H]1[C@@H](C(=O)N[C@H](C)c1ccccc1)[C@@H]2CO	-0.7	-17	.	-2
C[C@H](CO)N1C[C@H](C)[C@@H](CN(C)S(=O)(=O)c2cn(C)cn2)Oc2ccc(NS(=O)(=O)c3ccc(Cl)cc3)cc2CC1=O	0.1	-16	-4	0
CCC(=O)N1C[C@@H](O)COC[C@@H]2O[C@@H](CC(=O)NCc3ccc(Oc4ccccc4)cc3)CC[C@H]21	-0.1	7	-27	-3&-9
CO[C@H]1CN(C)C(=O)c2cc(NC(=O)NC3CCCCC3)ccc2OC[C@@H](C)N(CC2CC2)C[C@H]1C	-0.7	12	-2	2
C[C@@H]1CCCCO[C@@H](CN(C)CC2CC2)[C@@H](C)CN([C@H](C)CO)C(=O)c2cc(NC(=O)c3ccncc3)ccc2O1	-0.3	.	40	0
COc1ccc(CN(C)C[C@H]2Oc3ccc(NC(=O)Nc4c(C)noc4C)cc3C(=O)N([C@H](C)CO)C[C@@H]2C)cc1	-1.6	34	8	0
O=C(C1CCCC1)N1CCCCN2[C@H](C1)[C@H](c1ccc(C#CC3(O)CCCC3)cc1)[C@@H]2CO	.	38	46	4
COc1ccc(CN(C)C[C@@H]2OCCCC[C@H](C)Oc3ccc(NC(=O)Nc4ccccc4)cc3C(=O)N([C@@H](C)CO)C[C@H]2C)cc1	.	-66	105	8
C[C@H](NC(=O)C[C@@H]1C[C@@H]2c3cc(NC(=O)CN(C)C)ccc3O[C@@H]2[C@H](CO)O1)c1ccccc1	-1.6	4	8	1
NCC[C@@H]1CC[C@@H](NC(=O)C2CC2)[C@H](CO)O1	0.6	17	.	-1
O=C(C1CCC1)N1CCCCN2[C@H](CO)[C@H](c3ccc(C#CC4CCCC4)cc3)[C@@H]2C1	.	-6	72	-9
O=C(C[C@@H]1C=C[C@@H](NC(=O)Nc2ccc(C(F)(F)F)cc2)[C@@H](CO)O1)NCc1cc(F)cc(F)c1	0.4	-6	4	4
COCC(=O)Nc1ccc2c(c1)C(=O)N(C)C[C@@H](OC)[C@@H](C)CN(CCc1ccccc1)[C@@H](C)CO2	9.1	-14	-29	7
C[C@H](CO)N1C[C@H](C)[C@H](CN(C)S(=O)(=O)c2ccc(Cl)cc2)Oc2ccc(NC(=O)CCN3CCOCC3)cc2C1=O	0.7	-11	61	0
C[C@@H]1CN([C@@H](C)CO)C(=O)c2cc(-c3cccc(F)c3)cnc2O[C@@H]1CN(C)C	-0.5	39	-1	-2
CCC(=O)N1CC2(C1)[C@@H](c1ccccc1)[C@@H](CO)N2CCC(F)(F)F	0.3	7	.	2
CCC(=O)Nc1ccc2c(c1)OC[C@@H](C)N(C(=O)CC1CC1)C[C@@H](C)[C@@H](OC)CN(C)C2=O	0.3	-12	-3	-2
C[C@@H]1CN([C@@H](C)CO)C(=O)c2cccc(NS(=O)(=O)c3ccccc3)c2O[C@H]1CN(C)S(=O)(=O)c1ccccc1	0.7	-14	11	-1

Among those listed so far, these have a CF3 group.
SMILES	KDM4C inh	Pf Dd2 growth	T cruzi growth	C diff growth
CNC[C@H]1Oc2ccc(NC(=O)Nc3ccc(C(F)(F)F)cc3)cc2C(=O)N([C@@H](C)CO)C[C@H]1C	-1.3	17	35	6
CNC[C@H]1Oc2ccc(NC(=O)Nc3ccc(C(F)(F)F)cc3)cc2CC(=O)N([C@H](C)CO)C[C@@H]1C	0.8	-4	43	-1
O=C(C[C@@H]1C=C[C@@H](NC(=O)Nc2ccc(C(F)(F)F)cc2)[C@@H](CO)O1)NCc1cc(F)cc(F)c1	0.4	-6	4	4
CCC(=O)N1CC2(C1)[C@@H](c1ccccc1)[C@@H](CO)N2CCC(F)(F)F	0.3	7	.	2
